Screens (PubChem)
Vif imaging: HIV Vif self-association inhibitors, primary screen, imaging, HEK293T, single point | HEK293T cells, Vif self-association by quenched fluorescence, 24 h | inhibition, % at 7.49 µM | 340,000 compounds, 0.35% hits | AID 602346, 2012; in the data active = inhibition above about 50%, passing the limit was not always enough; note: some results filed as inactive read as strong as hits
NOD2-RIPK2 inh: NOD2-RIPK2 binding disruptors in cells, primary screen, fluorescence, CHO cells, BLA complementation | AID 624267, 2012 | Receptor-interacting serine/threonine-protein kinase 2 (Homo sapiens), O43353 | inhibition, % at 4.98 µM | CCF4 ratio | 360,000 compounds, 0.38% hits; in the data active = inhibition above about 21%;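 note: 0% = vehicle only and 100% = reference blocker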
Target sequence (O43353 whole entry, looked up): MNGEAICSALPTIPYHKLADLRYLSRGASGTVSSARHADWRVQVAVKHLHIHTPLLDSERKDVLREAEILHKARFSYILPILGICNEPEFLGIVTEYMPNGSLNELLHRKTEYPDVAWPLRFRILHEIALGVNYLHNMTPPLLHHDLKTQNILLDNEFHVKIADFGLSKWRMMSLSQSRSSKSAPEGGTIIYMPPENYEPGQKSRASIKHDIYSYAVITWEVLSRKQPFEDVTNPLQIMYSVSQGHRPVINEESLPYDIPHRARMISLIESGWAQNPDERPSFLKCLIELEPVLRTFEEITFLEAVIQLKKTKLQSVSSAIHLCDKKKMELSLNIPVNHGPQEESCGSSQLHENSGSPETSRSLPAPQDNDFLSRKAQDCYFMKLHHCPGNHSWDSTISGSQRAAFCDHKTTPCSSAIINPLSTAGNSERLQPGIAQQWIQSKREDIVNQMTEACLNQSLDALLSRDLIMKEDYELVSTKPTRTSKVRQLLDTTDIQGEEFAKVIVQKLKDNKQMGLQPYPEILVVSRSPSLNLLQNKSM
TROY signal inh: inhibitors of TROY-driven NF-kB signaling, primary screen, Q293 LMP1-TROYcd cells, NF-kB luciferase, uHTS; Q293 LMP1-TROYcd NF-kB luciferase reporter, 4 h; inhibition, % at 10 µM; 360,000 compounds, 0.98% hits;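 active = compounds whose plate-normalised and pattern-corrected inhibition of the luciferase reporter signal at the single screening dose is 50% or more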
LRH-1 inv ag: LRH-1 (NR5A2) inverse agonists, primary screen, cell-based, luminescence, HEK293T, StAR-luciferase reporter; Nuclear receptor subfamily 5 group A member 2 (Homo sapiens), O00482; LRH-1 transfected, 24 h; inhibition, % at 3.6 µM; 360,000 compounds, 0.13% hits;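 active = inhibition above the mean inhibition of all tested compounds plus 3 SD, cut at about 73% in these data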;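 note: 0% = DMSO wells and 100% = reporter-only cells lacking LRH-1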
Target sequence (O00482 whole entry, looked up): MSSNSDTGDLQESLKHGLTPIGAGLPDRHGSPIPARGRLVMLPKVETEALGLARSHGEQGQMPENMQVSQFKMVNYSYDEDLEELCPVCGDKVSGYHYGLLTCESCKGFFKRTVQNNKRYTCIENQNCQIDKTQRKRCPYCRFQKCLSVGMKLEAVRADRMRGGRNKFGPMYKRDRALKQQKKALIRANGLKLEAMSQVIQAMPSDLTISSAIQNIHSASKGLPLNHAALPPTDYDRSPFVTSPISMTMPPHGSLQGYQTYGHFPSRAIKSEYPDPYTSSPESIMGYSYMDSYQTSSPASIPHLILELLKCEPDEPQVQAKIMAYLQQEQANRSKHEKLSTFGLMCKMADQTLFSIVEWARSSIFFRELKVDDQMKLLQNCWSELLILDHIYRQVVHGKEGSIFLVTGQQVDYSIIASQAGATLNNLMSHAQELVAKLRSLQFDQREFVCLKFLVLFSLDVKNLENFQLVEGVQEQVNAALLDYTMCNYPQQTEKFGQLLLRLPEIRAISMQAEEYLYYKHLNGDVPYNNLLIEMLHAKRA
TRAIL sens C8: viability loss with TRAIL in NB7+C8 cells, primary screen, TRAIL sensitizer project, cell-based, ATPlite luminescence | inhibition (viability loss, TRAIL sensitization), % at 10 µM | 360,000 compounds, 1% hits;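 active = compounds causing at least 50% loss of cell viability in the single-dose screen, relative to plate controls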
SRC1 inh: SRC1 coactivator transcriptional activity inhibitors, primary screen, cell-based, luminescence. inhibition, % at 3.6 µM. 360,000 compounds, 0.12% hits. HEK293 GAL4-SRC1 luciferase reporter;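 active = inhibition above the campaign mean plus 3 SD, with each screening campaign given its own cutoff, cut at about 60% in these data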;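 note: 0% = DMSO treated cells and 100% = gossypol at 36 µM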
NCOA3 inh: SRC3 coactivator transcriptional activity inhibitors, primary screen, cell-based, luminescence. Nuclear receptor coactivator 3 (Homo sapiens), Q9Y6Q9. 360,000 compounds, 0.17% hits. HEK293 GAL4-SRC3 luciferase reporter. AID 588352, 2011. inhibition, % at 3.6 µM;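 active = inhibition above a per-campaign cutoff, the mean of all compounds plus 3 SD, cut at about 60% in these data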;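 note: 0% = DMSO-treated cells and 100% = gossypol-treated cells at 36 µM; higher means less SRC3-driven luciferase light from the GAL4 reporter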
LMP1 NFkB inh: EBV LMP1-driven NF-kappaB luciferase reporter inhibitors, primary screen, cell-based, luminescence, single point; inhibition, % at 12.5 µM; LMP1-induced NF-kappaB luciferase reporter cells; 350,000 compounds, 0.69% hits; in the data active = inhibition above about 41%;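 note: 0% = neutral control wells and 100% = reference inhibitor control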
NCOA2 inhibitor: inhibition of GAL4-SRC2 driven luciferase reporter, primary screen, SRC2 inhibitor project, cell-based, luminescence | AID 651957, 2012 | Nuclear receptor coactivator 2 (Homo sapiens), Q15596 | HEK293 GAL4-SRC2 luciferase reporter | inhibition, % at 9 µM | 370,000 compounds, 0.17% hits;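 active = inhibition above the mean inhibition of all tested compounds plus 3 SD, set per campaign, cut at about 52% in these data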;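 note: 0% = DMSO treated cells and 100% = cells given Gossypol at 36 µM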
COUP-TFII inh: NR2F2 transcriptional activity inhibitors, primary screen, cell-based, luciferase reporter, HEK293T, luminescence; AID 686940, 2013; inhibition, % at 8.6 µM; 370,000 compounds, 0.7% hits; HEK293T NGFI-A luciferase reporter;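 active = inhibition above a per-plate cutoff, mean inhibition of test wells between control levels plus 3 SD, cut at about 38% in these data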;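 note: cells cotransfected with COUP-TFII expression vector driving the NGFI-A reporter; 0% = median of COUP-TF2 test wells and 100% = reporter-only cells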
TLR9-MyD88 block: inhibitors of TLR9-MyD88 association in cells, primary screen, cell-based, CHO, BLA complementation, fluorescence; CCF4 FRET ratio; Toll-like receptor 9 (Homo sapiens) + Myeloid differentiation primary response protein …; inhibition, % at 4.98 µM; 340,000 compounds, 0.21% hits;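 active = inhibition above the mean over all tested compounds plus 3 SD, cut at about 21% in these data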;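 note: 0% = DMSO only wells and 100% = clavulanate BLA inhibitor control wells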
Starred values were filed as active, the others as inactive; nt = not tested or not shown; & = joins results of further samples. This is a subset; count on the stated rates, not on these rows.

SMILES	Vif imaging	NOD2-RIPK2 inh	TROY signal inh	LRH-1 inv ag	TRAIL sens C8	SRC1 inh	NCOA3 inh	LMP1 NFkB inh	NCOA2 inhibitor	COUP-TFII inh	TLR9-MyD88 block
COC(=O)c1c(-c2c(Cl)cccc2Cl)noc1NC(=O)NN1CCCCC1	-18	14	12	-1	-20	9	19	7	6	-4	-3
Cc1cccc(CN2CCN(CC(=O)NCc3cccs3)C2=O)c1	-3	-5	2	-14	-4	7	-3	23	-7	2	2
CCN(C(=O)COC(=O)c1cccnc1Nc1ccccc1F)C1CCS(=O)(=O)C1 (stereo not drawn)	0	1	-9	-15	-9	-48	2	-12	-15	-12	8
O=C1/C(=C/c2cccnc2)SC(=S)N1CC1CCCO1 (stereo not drawn)	-4	-5	-48	-5	-8	5	10	16	12	-15	-1
CCOC(=O)CC(=O)CSc1nc2c(c(-c3cccs3)c1C#N)CCC2	4	-14	4	13	-5	-4	6	-9	-9	6	2
Cc1cc(O)cc2c1C1CCC3(C)C(O)CCC3C1C=C2 (stereo not drawn)	-4	1	-17	-25	15	-24	-40	-12	-6	9	-5
Cc1cccc(NC(=S)NNc2ncc(C(F)(F)F)cc2Cl)c1	-9	-5	41	-6	15	6	14	14	50	32	0
COc1ccc(CNC(=O)c2nn(C)c3c2CS(=O)(=O)c2ccccc2-3)cc1	28	-1	0	-13	-8	4	-11	-1	1	25	1
Cc1c(C=N)c(O)n(C)c(=O)c1C#N	-3	-1	-10	-5	-13	-4	16	5	4	-8	-4
COc1ccccc1CN1C[C@@H]2C[C@@H](c3[nH]c4ccc(C)cc4c3C)N3CCC[C@@]23C1=O	-3	4	17	5	-2	-8	10	10	13	15	-11
Cc1c(NC(=O)C(C)OC(=O)CCOc2ccccc2)c(=O)n(-c2ccccc2)n1C (stereo not drawn)	0	-8	-2	5	0	-16	13	-2	-24	4	-6
CC(=O)c1ccc(OC(C)C)c(CSC(=N)N)c1	nt	-3	10	10	8	-10	-39	3	22	21	-8
CCn1c(SCC(N)=O)nnc1-c1ccc(OC)c(OC)c1	2	-4	0	15	5	5	4	8	31	-2	-9
O=C(c1ccccc1F)N1CCN(S(=O)(=O)c2ccc(S(=O)(=O)N3CCCCC3)cc2)CC1	2	10	-4	3	3	8	-2	-17	-2	3	2
Cc1ccc(NC(=O)CN2C(=O)N/C(=C\c3cccnc3)C2=O)cc1	0	-7	20	-6	-1	-23	-9	-1	-17	3	-3
Cn1c(=O)n(C)c2cc(/C=N/NC(N)=S)ccc21	4	-12	-2	23	-1	-3	10	-2	-64	-18	1
COc1ccc(-c2cc(C(=O)Nc3ccc(S(=O)(=O)Nc4onc(C)c4C)cc3)c3ccccc3n2)cc1	-3	-7	-25	-21	-4	-18	1	-1	-5	17	3
Cc1cccc(C)c1NC(=O)COC(=O)CCc1ccc(S(=O)(=O)N2CCCCC2)cc1	-2	-3	5	12	-20	-19	9	-6	-8	1	-8
COc1ccc(C2Oc3ccccc3C3=C2C(c2cccs2)n2ncnc2N3)cc1 (stereo not drawn)	6	-1	0	13	-2	11	-9	14	3	8	-3
COc1ccccc1-n1cc(-c2ccc(C)cc2)[nH]c1=S	-12	-5	-14	12	22	-6	-7	-7	13	9	17
CC(=O)c1cc(CN2CCCCC2)cc(OC(C)C)c1	nt	0	6	-3	1	-12	12	8	3	8	2
O=C(c1ccc(=O)[nH]c1)N(Cc1ccco1)C1(C(=O)NC2CCCC2)CCCCC1	nt	-6	-3	4	3	-1	14	2	2	-8	-8
CCOC(=O)N1CCC(NC(=O)c2oc3c(c2C)-c2[nH]ncc2CC3)CC1	7	5	4	6	35	-16	15	4	0	-3	-6
O=S(=O)(NCCN1CCCC1)c1cccc2cccnc12	0	-41	1	13	-11	-17	5	-2	5	-13	3
C=C(C)C1CC=C(C)/C(=N/NC(=O)COc2ccccc2C)C1 (stereo not drawn)	-2	-3	6	4	-4	6	0	-9	-11	11	4
O=C(NCC1CCCO1)c1ccccc1NS(=O)(=O)c1ccc(Br)s1 (stereo not drawn)	24	-10	11	5	7	-8	-16	6	11	3	-19
CCN(CC)c1ccc(NC2CC(=O)N(CCc3ccc(OC)cc3)C2=O)cc1 (stereo not drawn)	1	1	26	1	4	9	10	3	-4	9	0
CCC(=O)c1ccc(OCC(=O)O)cc1	12	-4	0	4	-3	4	-7	1	11	-3	5
O=C(O)CCCNC(=O)C(c1ccccc1)c1ccccc1	-3	-6&-1	3&-13	-14&11	-3&20	-31&9	27&0	-1&-8	-12&22	8&-22	1&9
CCN(CC)S(=O)(=O)c1ccc2c(c1)nc(SCc1nc3ccsc3c(=O)[nH]1)n2CC	-1	-2	4	-13	3	-23	-20	-5	-20	-3	-1
C(=N\N1CCN(Cc2cccc3ccccc23)CC1)/c1ccco1	-1	4	-20	15	6	-16	-3	-15	-3	0	6
CC1CC(C)CN(S(=O)(=O)c2ccc(F)c(C(=O)Nc3ccc(Cl)cc3F)c2)C1 (stereo not drawn)	-2	-1	-13	15	-29	2	13	-7	6	0	2
Cc1ccc(S(=O)(=O)Nc2nc3cc(C)c(C)cc3[nH]2)cc1	-1	-8	-5	15	5	13	8	0	14	7	nt
CCOc1ccc(NC(=S)NC(C)CCc2ccccc2)cc1 (stereo not drawn)	0	-10	-9	3	1	-8	6	-10	-1	6	7
CCOc1ccc(-c2cc(C(=O)NCc3cc(C(F)(F)F)cc(C(F)(F)F)c3)[nH]n2)c(C)c1	-1	10	5	18	-16	5	20	nt	19	0	nt
C[C@@H]1CN([C@H](C)CO)C(=O)c2c(c3ccccc3n2C)-c2ccccc2CO[C@H]1CN(C)Cc1ccc(-c2ccccc2)cc1	6	-18	20	-8	-8	-4	-25	-5	23	14	-1

Retrieved by structure from the entries so far:
SMILES	Vif imaging	NOD2-RIPK2 inh	TROY signal inh	LRH-1 inv ag	TRAIL sens C8	SRC1 inh	NCOA3 inh	LMP1 NFkB inh	NCOA2 inhibitor	COUP-TFII inh	TLR9-MyD88 block
CC1CC(C)CN(S(=O)(=O)c2ccc(F)c(C(=O)Nc3ccc(Cl)cc3F)c2)C1 (stereo not drawn)	-2	-1	-13	15	-29	2	13	-7	6	0	2
COc1ccccc1-n1cc(-c2ccc(C)cc2)[nH]c1=S	-12	-5	-14	12	22	-6	-7	-7	13	9	17
O=C1/C(=C/c2cccnc2)SC(=S)N1CC1CCCO1 (stereo not drawn)	-4	-5	-48	-5	-8	5	10	16	12	-15	-1

Other results.
SMILES	Vif imaging	NOD2-RIPK2 inh	TROY signal inh	LRH-1 inv ag	TRAIL sens C8	SRC1 inh	NCOA3 inh	LMP1 NFkB inh	NCOA2 inhibitor	COUP-TFII inh	TLR9-MyD88 block
C/C(O)=C(/C#N)c1nc2ccccc2[nH]1	-6	-4	7	0	0	-9	7	-11	5	16	-9
COc1ccc(C(=O)C(=NN)c2ccccc2)cc1	nt	-12	-56	-110	17	-79	-54	-10	-97	-31	-3
Cc1sc(NC(=O)/C=C/c2ccco2)c(C(=O)O)c1C	2	2	-39	-46	37	-96	-34	-12	-40	-29	2
COc1ccc(S(=O)(=O)N2CCN(C(=O)CC3CC4CCC3C4)CC2)cc1 (stereo not drawn)	-3	-2	-3	5	-3	-3	3	3	-8	-34	8
O=C(NCCN1CCOCC1)c1cc2cc(Br)ccc2oc1=O	21	-3	-8	-13	0	-11	-8	2	-1	2	1
CCOC(=O)c1ccc(N2CSC3=C(C#N)C(c4cccs4)CC(=O)N3C2)cc1 (stereo not drawn)	2	-4	3	9	3	-20	-3	-7	-18	9	-7
COc1ccc(CCNc2ccc(C(CC(N)=O)NC(=O)Cc3ccc(Br)cc3)cc2[N+](=O)[O-])cc1 (stereo not drawn)	1	2	-8	-2	-12	-14	-3	3	10	-11	-3
COC(=O)c1cc(C(=O)OCC(=O)Nc2ccc(N3CCOCC3)cc2)cc([N+](=O)[O-])c1	-1	6	-11	5	-6	8	10	5	10	-3	4
O=C(CN1CCN(S(=O)(=O)/C=C/c2ccccc2)CC1)NCC(F)(F)F	1	2	-13	8	-1	8	-8	-2	13	-26	1
COc1ccc(-c2noc(-c3ccccc3-c3ccccc3)n2)cc1	20	1	-21	2	9	-20	5	7	3	15	-5
CC(C)c1ccc2[nH]c3c(c2c1)[C@@H]1CCN2C(=O)CCC[C@H](C3)[C@H]12	-12	-7	-36	-54	1	-17	-36	0	-6	3	-1
CC(C)(C)c1cc(NC(=O)Nc2ccc(Br)cc2Cl)no1	-12	-8	-40	1	4	-21	-1	-28	-8	-4	-2
O=C(Nc1cccc(-c2nc3ccccc3[nH]2)c1)c1cccc(NC(=O)c2ccco2)c1	72*	4	-19	9	34	-26	8	-1	-40	-12	10
Cc1ccc2ncccc2c1NC(=S)NC(=O)c1ccccc1	-3	3	7	13	-2	-5	23	-8	-22	18	0
COc1ccc(-n2c(SCC(=O)Nc3cc(C)on3)nc3c([nH]c4ccccc43)c2=O)cc1OC	3	-3	-1	3	-3	-7	-23	15	-9	3	-1
COC(=O)c1nn(-c2ccccc2)c(-c2ccccc2)c1C(=O)c1ccccc1	50*	14	-10	3	-9	-4	21	3	1	-2	7
CCCCNC(=O)N1CCN(c2ccccc2OC)CC1	4	-7	5	-8	-3	-9	-5	-10	-10	2	10
COc1ccccc1-c1coc2c(CN3C(C)CCCC3C)c(O)ccc2c1=O (stereo not drawn)	-3	13	14	-1	3	7	10	8	-12	-1	-3
CCCCNC(=O)CCn1nc(-c2ccc(C)cc2)c2ccccc2c1=O	-9	10	1	11	13	17	6	1	-24	15	-3
COC(=O)c1nc(NC(=O)c2ccc(Cl)cc2)n[nH]1	-5	6	0	18	-8	10	17	-1	2	10	7
Cc1ccc(NC(=O)CN2C(=O)NC(Cc3ccccc3)C2=O)c(Br)c1 (stereo not drawn)	3	-4	2	9	-2	-34	5	5	-17	4	-3
O=C(Nc1ccccc1N1CCOCC1)c1ccc(F)c(S(=O)(=O)N2CCOCC2)c1	0	7	-19	-16	-1	-2	-2	0	-2	5	5
C=CCSc1ncccc1C(=O)NCCc1ccc(Cl)cc1	-6	-3	0	-2	1	5	-7	-2	-8	2	-14
O=C(N1CCOCC1)C12CC3CC(C1)CC(C(=O)N1CCOCC1)(C3)C2	0	-6	14	-4	-12	-6	14	3	0	-5	-1
CCN(CC)CCn1nc2c3c(cccc3c1=O)-c1ccccc1-2	-1	-5	-87	77*	13	73*	-52	-6	-198	-66	3
Cc1cc(C)cc(C(O)c2ncc(-c3ccccc3Cl)[nH]2)c1 (stereo not drawn)	nt	-5	6	-2	-8	-13	15	nt	-17	7	nt
O=C(COC(=O)CCC(=O)c1cccs1)Nc1ccc(Cl)cn1	-1	-4	-12	10	28	8	8	-9	-4	7	-4
